Assay outcomes (PubChem)
HTRA1 inhibitor – inhibitors of human serine peptidase HTRA1; AID 504803; recombinant HTRA1, FP-rhodamine activity-based probe, fluorescence polarization; hit rate 0.5% among 340,000; Q92743; inhibition, % at 5.96 µM; in the data active = inhibition above about 36%;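 also: 0% = enzyme with DMSO and 100% = wells lacking enzyme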
SIAE primary – inhibitors of human sialic acid acetylesterase SIAE | SIAE FP-Rh probe binding, fluorescence polarization | inhibition, % at 9.66 µM | hit rate 0.69% among 370,000;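 active = inhibition above a cutoff: mean of compounds within the control limits plus 3 SD of those, cut at about 17% in these data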;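 also: 0% = plate median of compound wells and 100% = probe without SIAE protein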
GC-B act – GC-B (human) receptor activation; P20594; HEK293-GC-B cells, CNP EC30, cGMP TR-FRET; 0% at EC30 CNP, 100% saturating CNP; activation, % at 10 µM; hit rate 0.11% among 370,000; AID 1920062;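 active = activation at 10 µM reaching about 35% in either raw or pattern-adjusted values, limit read from the data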
MBD2 inh – inhibitors of human MBD2 binding to methylated oligonucleotide; Q9UBB5; TR-FRET; inhibition, % at 4.4 µM; hit rate 0.31% among 370,000; AID 686964; in the data active = inhibition above about 13%
ABHD4 inh – inhibitors of mouse ABHD4; Q8VD66; purified mABHD4, FP-Rh probe fluorescence polarization; inhibition, % at 8.92 µM; hit rate 0.54% among 370,000; AID 720543;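 active = inhibition exceeding the mean over every tested compound plus 3 SD, cut at about 30% in these data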;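 also: 0% = plate median of compound wells and 100% = S159A mutant with DMSO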
Target sequence (Q8VD66 whole entry, looked up): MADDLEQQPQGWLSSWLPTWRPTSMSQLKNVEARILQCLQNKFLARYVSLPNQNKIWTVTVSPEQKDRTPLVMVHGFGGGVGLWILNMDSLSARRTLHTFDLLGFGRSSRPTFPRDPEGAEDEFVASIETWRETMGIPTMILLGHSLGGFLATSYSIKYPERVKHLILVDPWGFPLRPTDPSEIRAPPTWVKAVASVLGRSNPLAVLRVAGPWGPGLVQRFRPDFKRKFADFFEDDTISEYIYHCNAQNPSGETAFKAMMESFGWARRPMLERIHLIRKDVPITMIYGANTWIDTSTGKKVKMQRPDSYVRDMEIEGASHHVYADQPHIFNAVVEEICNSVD
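Material: mouse ABHD4 enzyme, wild type; Benchmarks: S159A mutant high control, sample median low control; Buffer or medium: HEPES pH 7.0, NaCl, Pluronic buffer; Signal: fluorescence polarization; Read-out: percent inhibition of probe binding, normalized to plate controls; Timing: pre-incubation 45 min, probe exposure 60 min, at 25 °C; Dosing: 8.92 µM, single dose.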
UHRF1 MBD2 ctr – blocks human UHRF1 binding to methylated DNA; AID 687016; Q96T88; inhibition, % at 4.4 µM; UHRF1 binding to methylated oligo, TR-FRET; hit rate 0.75% among 370,000; in the data active = inhibition above about 21%;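 also: UHRF1 SRA domain binding a hemimethylated CpG hairpin DNA probe; 0% = median of test compound wells and 100% = reference inhibitor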
NPR1 activator – GC-A (human) enzyme activation. P16066. HEK293 GC-A cells, cGMP TR-FRET, EC30 ANP; 0% at EC30 ANP, 100% saturating ANP. activation, % at 10 µM. hit rate 0.14% among 370,000. AID 1671463; in the data active = activation above about 40%
rCAG RNA binder – r(CAG) repeat RNA binding | TO-PRO-1 dye displacement fluorescence | inhibition, % at 3 µM | hit rate 1.3% among 370,000 | AID 651821;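 active = inhibition above the plate cutoff, the mean of all test compounds on that plate plus 3 SD, cut at about 35% in these data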;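 also: 0% = DMSO alone and 100% = 100 µM mitoxantrone as full dye displacement; higher means more dye released from RNA so lower well fluorescence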
TCR-CD3 inh – human TCR-CD3 binding inhibition | inhibition, % at 9.4 µM | TAMRA-labeled TCR probe fluorescence, biochemical | hit rate 0.37% among 360,000 | AID 651800; in the data active = inhibition above about 19%;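 also: recombinant mutant TCR 2C K166C tagged with TAMRA read by polarization; 0% = receptor in buffer alone and 100% = receptor with positive control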
PRMT1 FP inh – blocks human protein arginine methyltransferase 1. Q99873. recombinant PRMT1, activity-based probe fluorescence polarization. inhibition, % at 2.79 µM. hit rate 1.3% among 370,000;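 active = inhibition above about 21% made by adding two undisclosed values, limit read from the data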
Target sequence (Q99873 whole entry, looked up): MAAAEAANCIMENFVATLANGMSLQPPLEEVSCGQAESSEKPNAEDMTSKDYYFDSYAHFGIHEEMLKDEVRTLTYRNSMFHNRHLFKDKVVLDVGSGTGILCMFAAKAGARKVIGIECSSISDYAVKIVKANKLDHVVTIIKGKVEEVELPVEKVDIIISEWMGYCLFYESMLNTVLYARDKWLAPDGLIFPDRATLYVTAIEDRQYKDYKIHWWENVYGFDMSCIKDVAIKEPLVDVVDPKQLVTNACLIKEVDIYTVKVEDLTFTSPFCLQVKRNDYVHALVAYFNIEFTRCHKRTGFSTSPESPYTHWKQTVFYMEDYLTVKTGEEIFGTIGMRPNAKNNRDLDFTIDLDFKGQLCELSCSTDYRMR
Numbers without * were called inactive; / = no result given.

Sample of the layout (eight entries):
| entry | structure | HTRA1 inhibitor | SIAE primary | GC-B act | MBD2 inh | ABHD4 inh |
| --- | --- | --- | --- | --- | --- | --- |
| 1 | COc1cc(/C=C2\C(=N)N3N=C(S(C)(=O)=O)SC3=NC2=O)cc(OC)c1OCCOc1ccc(C)cc1 | -22 | -19 | -2 | -5 | 5 |
| 2 | Cc1c(C(=O)NCCC2=CCCCC2)cccc1[N+](=O)[O-] | -1 | 0 | 2 | 1 | -3 |
| 3 | OCC1(CCOc2ccccc2)CCN(Cc2nc3ccc(F)cc3[nH]2)CC1 | -4 | 3 | -13 | -2 | 5 |
| 4 | CCc1ccc(N(C(=O)c2snc(C(N)=O)c2N)C(C(=O)NC2CCCC2)c2ccco2)cc1 (stereo unspecified) | -6 | -1 | 1 | -7 | -3 |
| 5 | COc1ccc(C)c2sc(N(CCCN(C)C)C(=O)c3ccc(S(=O)(=O)N(C)C)cc3)nc12 | 1 | 6 | 0 | 2 | 4 |
| 6 | Nc1ccccc1Nc1ccc([N+](=O)[O-])cc1[N+](=O)[O-] | 1 | -6 | 2 | -8 | 7 |
| 7 | CCOC(=O)C1CCCc2c1[nH]c1c(C(N)=O)cccc21 (stereo unspecified) | -2 | 1 | -3 | -3 | 4 |
| 8 | CCN(CC)S(=O)(=O)c1cccc(C(=O)NC(C(=O)NC2=NCCS2)C(C)C)c1 (stereo unspecified) | 0 | -4 | 7 | -2 | 0 |

| entry | UHRF1 MBD2 ctr | NPR1 activator | rCAG RNA binder | TCR-CD3 inh | PRMT1 FP inh |
| --- | --- | --- | --- | --- | --- |
| 1 | 1 | 0 | 57* | 3 | 4 |
| 2 | 1 | -1 | -2 | 4 | 3 |
| 3 | -2 | -5 | -7 | -2 | 0 |
| 4 | -2 | -2 | 5 | -10 | 2 |
| 5 | 0 | -2 | -5 | 4 | -3 |
| 6 | -2 | -1 | -1 | -4 | 1 |
| 7 | -3 | 0 | 2 | 0 | -2 |
| 8 | 8 | -2 | 0 | -2 | 2 |

Results, previewed entries included:
| entry | structure | HTRA1 inhibitor | SIAE primary | GC-B act | MBD2 inh | ABHD4 inh |
| --- | --- | --- | --- | --- | --- | --- |
| 1 | COc1cc(/C=C2\C(=N)N3N=C(S(C)(=O)=O)SC3=NC2=O)cc(OC)c1OCCOc1ccc(C)cc1 | -22 | -19 | -2 | -5 | 5 |
| 2 | Cc1c(C(=O)NCCC2=CCCCC2)cccc1[N+](=O)[O-] | -1 | 0 | 2 | 1 | -3 |
| 3 | OCC1(CCOc2ccccc2)CCN(Cc2nc3ccc(F)cc3[nH]2)CC1 | -4 | 3 | -13 | -2 | 5 |
| 4 | CCc1ccc(N(C(=O)c2snc(C(N)=O)c2N)C(C(=O)NC2CCCC2)c2ccco2)cc1 (stereo unspecified) | -6 | -1 | 1 | -7 | -3 |
| 5 | COc1ccc(C)c2sc(N(CCCN(C)C)C(=O)c3ccc(S(=O)(=O)N(C)C)cc3)nc12 | 1 | 6 | 0 | 2 | 4 |
| 6 | Nc1ccccc1Nc1ccc([N+](=O)[O-])cc1[N+](=O)[O-] | 1 | -6 | 2 | -8 | 7 |
| 7 | CCOC(=O)C1CCCc2c1[nH]c1c(C(N)=O)cccc21 (stereo unspecified) | -2 | 1 | -3 | -3 | 4 |
| 8 | CCN(CC)S(=O)(=O)c1cccc(C(=O)NC(C(=O)NC2=NCCS2)C(C)C)c1 (stereo unspecified) | 0 | -4 | 7 | -2 | 0 |
| 9 | CCc1nc2ccccc2n1Cc1ccccc1F | -3 | -1 | -1 | -3 | 2 |
| 10 | O=C(NCc1ccccc1)c1cc(C2COCCN2C(=O)C/C=C/c2ccccc2)on1 (stereo unspecified) | / | 4 | 2 | -2 | 7 |
| 11 | COc1ccc(S(N)(=O)=O)cc1C(=O)NCC(C)(C)N1CCCCC1 | 5 | -1 | 1 | 5 | -10 |
| 12 | Cc1sc(NC(=O)CSc2nnc(COc3ccc(Cl)cc3)n2C)c(C#N)c1C | 4 | -17 | -1 | 2 | 1 |
| 13 | COc1ccccc1C1NC(=O)CS1 (stereo unspecified) | -1 | -4 | 2 | 1 | 3 |
| 14 | Cc1c(CCCN)c2ccccc2n1Cc1ccccc1 | -5 | 4 | -12 | -2 | 12 |
| 15 | COc1ccc(NC(=O)CN2CCC(C)CC2)cc1 | 4 | 9 | 0 | -8 | -5 |

| entry | UHRF1 MBD2 ctr | NPR1 activator | rCAG RNA binder | TCR-CD3 inh | PRMT1 FP inh |
| --- | --- | --- | --- | --- | --- |
| 1 | 1 | 0 | 57* | 3 | 4 |
| 2 | 1 | -1 | -2 | 4 | 3 |
| 3 | -2 | -5 | -7 | -2 | 0 |
| 4 | -2 | -2 | 5 | -10 | 2 |
| 5 | 0 | -2 | -5 | 4 | -3 |
| 6 | -2 | -1 | -1 | -4 | 1 |
| 7 | -3 | 0 | 2 | 0 | -2 |
| 8 | 8 | -2 | 0 | -2 | 2 |
| 9 | -1 | 11 | -2 | 6 | 1 |
| 10 | 4 | -2 | 2 | 3 | 5 |
| 11 | 3 | -2 | 2 | 3 | 4 |
| 12 | 3 | -3 | 1 | -7 | 4 |
| 13 | -1 | 0 | 1 | 2 | 3 |
| 14 | 0 | -22 | 11 | 5 | 3 |
| 15 | -3 | 0 | -1 | 1 | -2 |

Other structures follow.
| entry | structure | HTRA1 inhibitor | SIAE primary | GC-B act | MBD2 inh | ABHD4 inh |
| --- | --- | --- | --- | --- | --- | --- |
| 16 | COCCNC(=O)C(c1ccc(C)o1)N(Cc1ccc(F)cc1)C(=O)Cn1nnc2ccccc21 (stereo unspecified) | 2 | 2 | -1 | -2 | 0 |
| 17 | COc1ccccc1CNCC(=O)Nc1cc(S(=O)(=O)N2CCCCCC2)ccc1Cl | -15 | -2 | 6 | 4 | 11 |
| 18 | CC(C)N1CCc2c(sc(N)c2C#N)C1 | 2 | -2 | -1 | -4 | -3 |
| 19 | CC(C)CCn1nnnc1CN1CCN(C(=O)c2ccco2)CC1 | 0 | -4 | 6 | -2 | 2 |
| 20 | Cc1ccc2nc(-c3ccc(SCC(=O)N4CCc5ccccc54)nc3)[nH]c2c1 | -41 | 8 | 5 | 2 | -7 |
| 21 | COCC(=O)N1CCCc2ccccc21 | 7 | -4 | 7 | 6 | -3 |
| 22 | Cc1ccc(-n2c(Cc3cccs3)nnc2SCC(=O)Nc2ccccc2-c2ccccc2)cc1 | / | -3 | -13 | -2 | -1 |
| 23 | Cn1cnnc1SCC(=O)Nc1cccc(S(=O)(=O)N2CCCCCC2)c1 | -1 | -1 | -6 | -1 | -2 |
| 24 | CCOc1cccc(C(=O)Nc2cccc(C(=O)NC(C)(C)C)c2)c1 | -6 | 1 | 3 | 1 | -4 |
| 25 | COc1cccc(NC(=O)CN(C)C(=O)c2ccccc2-c2nc3ccccc3s2)c1 | -11 | 1 | 3 | 2 | -7 |

| entry | UHRF1 MBD2 ctr | NPR1 activator | rCAG RNA binder | TCR-CD3 inh | PRMT1 FP inh |
| --- | --- | --- | --- | --- | --- |
| 16 | 0 | -7 | -6 | 2 | 0 |
| 17 | 2 | 1 | 2 | 1 | 2 |
| 18 | -2 | 7 | -7 | 6 | 3 |
| 19 | 1 | 11 | 4 | 0 | 3 |
| 20 | 0 | 2 | 10 | 16 | 1 |
| 21 | 6 | 0 | -2 | -6 | 6 |
| 22 | -2 | -17 | 3 | / | -1 |
| 23 | 0 | 0 | -2 | 9 | -2 |
| 24 | 2 | -1 | 0 | 2 | 3 |
| 25 | 0 | -5 | -3 | 9 | 1 |

The list is partial; count on the stated rates, not on these rows.
